NPY-Y2 PAM-ag – human NPY-Y2 potentiation or agonism, primary screen; P49146; cells expressing NPY-Y2, potentiator/agonist read-out; activation, % at 3.6 µM; 220,000 tested, 0.45% active; AID 1359; in the data active = activation above about 27%;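 also: cells stimulated with NPY near EC25 plus isoproterenol at EC100; 0% = vehicle plus submaximal agonist and 100% = vehicle plus saturating agonist; some results beyond the cut were filed as inactive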
Target sequence (P49146 whole entry, looked up): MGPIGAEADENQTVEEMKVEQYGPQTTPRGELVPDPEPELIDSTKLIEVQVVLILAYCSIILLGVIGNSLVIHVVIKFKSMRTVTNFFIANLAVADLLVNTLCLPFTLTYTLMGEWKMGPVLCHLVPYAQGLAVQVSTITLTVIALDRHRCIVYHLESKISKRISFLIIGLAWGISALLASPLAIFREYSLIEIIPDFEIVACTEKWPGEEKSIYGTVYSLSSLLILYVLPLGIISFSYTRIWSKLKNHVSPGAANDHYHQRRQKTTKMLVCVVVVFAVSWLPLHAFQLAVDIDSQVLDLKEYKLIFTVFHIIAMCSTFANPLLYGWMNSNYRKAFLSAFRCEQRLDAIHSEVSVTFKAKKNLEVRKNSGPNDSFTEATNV
S1P4 antagonist – blocks the human S1P4 receptor; S1P4-expressing cells, antagonist mode, reporter read-out; 220,000 tested, 0.26% active; O95977; inhibition, % at 4.98 µM; AID 1510; in the data active = inhibition above about 29%;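 also: 0% = wells stimulated with agonist and 100% = vehicle wells without agonist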
S1P4 ag – human S1P4 receptor agonism. O95977. activation, % at 4.98 µM. S1P4-expressing cell line, agonist reporter assay. 220,000 tested, 0.35% active; in the data active = activation above about 11%;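 also: 0% = DMSO vehicle and 100% = reference agonist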
NPY Y1 blocker – blocks the human neuropeptide Y Y1 receptor; HEK293-CNG Y1 cells, membrane potential fluorescence; NPY at EC95, then isoproterenol; 200,000 tested, 1% active; inhibition, % at 3.6 µM; P25929;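 active = inhibition above the campaign mean inhibition of all tested compounds plus 3 SD, cut at about 20% in these data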;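 also: 0% = DMSO wells given NPY plus isoproterenol and 100% = isoproterenol alone without NPY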
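Material: HEK293 cells co-expressing NPY Y1 receptor and cyclic-nucleotide gated channel. Timing: compound incubation 1 h at room temperature, readout 45 min post-stimulation. Signal: fluorescence, membrane potential probe.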
TRPML3 ag – agonists of human TRPML3 channel. activation, % at 3 µM. Q8TDD5. AID 1448. 220,000 tested, 0.29% active. HEK293 TRPML3-YFP, Fluo-8 calcium fluorescence; 100% = the carbachol control signal;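 active = activation above its plate's cutoff, the mean activation of the plate's test wells plus 3 SD, cut at about 12% in these data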;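 also: 0% = DMSO only wells and 100% = carbachol wells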
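Material: TRPML3-YFP stable HEK293 cells | Dosing: One concentration, 3 µM nominal, 0.3% DMSO | Timing: 125 s total fluorescence read per well | Technique: Fluo-8 calcium dye fluorescence, ex 470-495, em 515-575 nm | Measure: Percent activation from peak-to-basal fluorescence ratio, scaled between DMSO and carbachol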
NPY1 pot ag – potentiates or activates human NPY-Y1 receptor | activation, % at 3.6 µM | P25929 | NPY-Y1 expressing cells, potentiator/agonist activation | 220,000 tested, 0.37% active; in the data active = activation above about 33%, passing the limit was not always enough;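 also: cells stimulated with NPY at EC10 then isoproterenol at EC100; 0% = low agonist plus stimulus and 100% = saturating agonist plus stimulus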
CHOP inhibitor – inhibitors of CHOP induction in ER stress response; 220,000 tested, 3.8% active; inhibition, % at 10 µM; AID 2732; CHO-K1 CHOP-promoter luciferase, tunicamycin-induced, 15-18 h;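 active = compounds that reduced the stress-induced luciferase reporter signal by more than about 70% of percent inhibition, limit read from the data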;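 also: 0% = tunicamycin plus vehicle and 100% = wells without tunicamycin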
TRPN1 ag – agonists of zebrafish TRPN1 channel; HEK293 zebrafish TRPN1-YFP, Fluo-8 calcium fluorescence; 100% = response to 87 µM carbachol; activation, % at 3 µM; 220,000 tested, 0.18% active; AID 1424;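 active = activation above its plate's cutoff, the mean activation of test wells on that plate plus 3 SD, cut at about 19% in these data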;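 also: 0% = DMSO alone and 100% = 87 µM carbachol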
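Control set: carbachol 87 µM as high control, DMSO as low control; system: HEK293 stable line with zebrafish TRPN1-YFP; read-out: % activation versus carbachol response; detection: intracellular calcium fluorescence with Fluo-8; doses: single test compound dose, 3 µM nominal, 0.3% DMSO; schedule: dye 1 h 37 °C plus 30 min RT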
EP2 modulator – modulators of human EP2 prostaglandin E2 receptor. induction, % at 25 µM. AID 940. EP2-expressing cells, cAMP HTRF FRET, PGE2 co-stimulation. 260,000 tested, 0.83% active. P43116;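 active = compounds whose cAMP rise, as percent of the full-agonist control response, exceeds 60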;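 also: rat C6 glioma line stably carrying human EP2 under a CMV promoter; the protocol text gives 20 µM as final concentration; 100% = response of wells given 1 µM PGE2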
Target sequence (P43116 whole entry, looked up): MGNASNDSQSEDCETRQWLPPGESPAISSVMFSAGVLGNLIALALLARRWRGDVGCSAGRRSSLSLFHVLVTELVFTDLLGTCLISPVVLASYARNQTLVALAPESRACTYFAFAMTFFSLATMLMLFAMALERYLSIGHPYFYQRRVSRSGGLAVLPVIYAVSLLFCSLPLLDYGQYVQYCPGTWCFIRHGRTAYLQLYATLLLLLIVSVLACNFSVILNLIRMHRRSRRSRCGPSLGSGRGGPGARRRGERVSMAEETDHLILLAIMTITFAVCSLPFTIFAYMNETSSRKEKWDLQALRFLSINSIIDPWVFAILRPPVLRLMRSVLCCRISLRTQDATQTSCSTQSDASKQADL
Active calls of the source: *; . = no result given; & = joins results of further samples.

structure | CHOP inhibitor | S1P4 antagonist | TRPN1 ag | TRPML3 ag | S1P4 ag | NPY1 pot ag | NPY Y1 blocker | EP2 modulator | NPY-Y2 PAM-ag
C#CCOCCOCCOCCNc1nc(N2CCN(C(=O)[C@H](Cc3ccc(O)cc3)n3cc([C@@H](N)C(C)CC)nn3)CC2)nc(N2CCN(C(=O)[C@H](Cc3cc4ccccc4[nH]3)n3cc([C@@H](N)C(C)CC)nn3)CC2)n1 (some centres not stated) | 7 | 1 | -0.8 | 0.3 | -2.4 | 21 | 3 | 4 | 2
CCn1c(SCC(=O)N2CCCC2)nc2c(c1=O)SC(C)C2 (configuration not stated) | 7 | -7 | -0.2 | -0.2 | 0.1 | 1 | -8 | 18 | 0
CC(=O)Nc1ccc(S(=O)(=O)Nc2ccc(S(=O)(=O)N3CCCCCC3)cc2)cc1 | 13 | -4 | -1.7 | 0.2 | -0.3 | -15 | 6 | 2 | -5
CCOc1ccc(-n2cnc3sc4c(c3c2=O)CCCC4)cc1 | 1 | -14 | -1.2 | -0.2 | 3.1 | -4 | . | 0 | -11
O=C1COc2ccc(C(=O)COC(=O)Cc3ccsc3)cc2N1 | -10 | -18 | 2.5 | 1.7 | 0.1 | -19 | 1 | -30 | -4
C=CCn1c(COc2ccccc2)nnc1SCC(=O)C(C)(C)C | 12 | -15 | 0.0 | 0.0 | 0.7 | 0 | 8 | 3 | 5
O=C(NNS(=O)(=O)c1ccccc1C(F)(F)F)c1cccc(S(=O)(=O)Nc2ccccc2Cl)c1 | 12 | -4 | 1.1 | 1.1 | -0.6 | -5 | 5 | 13 | 10
C#CCOCCOCCOCCNc1nc(N2CCOCC2)nc(N2CCN(C(=O)[C@H](Cc3cc4ccccc4[nH]3)n3cc([C@@H](N)CC(C)C)nn3)CC2)n1 | 13 | -4 | 1.2 | -0.1 | -1.2 | -9 | 0 | 8 | 0
O=C(Nc1ccccc1)N1CCN(c2ccc(C(F)(F)F)cn2)CC1 | 17 | -5 | 5.2 | 2.2 | -3.4 | 9 | 2 | -14 | -1
Cc1cc(C)nc(N=Nc2c(O)n(Cc3ccc(Cl)cc3)c3ccccc23)n1 | 20 | 1 | -0.3 | 1.0 | 0.1 | -2 | 2 | 37 | 10
c1ccc(Cn2nnnc2C(c2ccccn2)N2CCN(c3ccccc3)CC2)cc1 (configuration not stated) | 9 | -3 | 4.4 | 0.1 | 0.7 | 7 | 3 | -13 | -7
COc1cc2cc(C(=O)N3CCN(Cc4ccc5c(c4)OCO5)CC3)c(=O)oc2cc1OC | -6 | -3 | 1.1 | 1.1 | 2.0 | -6 | . | -1 | 6
FC(F)(F)c1cnc(Oc2cccc3ccccc23)c(Cl)c1 | 58 | -3 | 1.8 | 0.6 | 0.4 | 18 | 2 | 53 | 1
Cc1ccc(-c2cc(C(=O)N/N=C/c3c(C)nn(C)c3C)c3ccccc3n2)cc1C | -5 | 10 | -0.7 | 0.3 | 0.7 | -9 | 5 | -29 | -9
COc1ccc(C(=O)CC(=O)C(=O)NCCc2cccc(C)c2)cc1 | 62 | -15 | 1.3 | 1.3 | 0.8 | -3 | 13 | 22 | -7
Cc1ccc(Oc2ccc3c(c2)C(=O)N(c2cccc4cccnc24)C3=O)cc1 | 22 | -3 | 1.6 | 0.8 | -0.5 | -38 | 11 | -9 | -9
CCOC(=O)CCCc1c[nH]c2ccccc12 | 17 | -10 | -0.7 | -0.6 | 1.4 | 24 | 4 | 35 | 13
CCCc1cc(=O)n2[nH]c(NCc3ccc(OC)cc3)nc2n1 | 13 | -13 | 1.5 | 0.6 | -1.2 | 8 | -3 | 7 | -2
O=C(NCCCc1ccccc1)C1CCC(CNc2c(N3CCCCC3)c(=O)c2=O)CC1 (configuration not stated) | 1 | 0 | -1.1 | -0.3 | -1.1 | 3 | . | 1 | -6
CN1CCN(CCC(=O)Nc2ccccc2Cl)CC1 | 17 | -21 | -0.5 | 0.9 | -3.0 | -3 | -9 | 13 | -10

An excerpt of these results, with values under each structure:
Every second line gives: CHOP inhibitor	S1P4 antagonist	TRPN1 ag	TRPML3 ag	S1P4 ag	NPY1 pot ag	NPY Y1 blocker	EP2 modulator	NPY-Y2 PAM-ag
O=C(Nc1ccccc1)N1CCN(c2ccc(C(F)(F)F)cn2)CC1
 : 17	-5	5.2	2.2	-3.4	9	2	-14	-1
Cc1cc(C)nc(N=Nc2c(O)n(Cc3ccc(Cl)cc3)c3ccccc23)n1
 : 20	1	-0.3	1.0	0.1	-2	2	37	10
c1ccc(Cn2nnnc2C(c2ccccn2)N2CCN(c3ccccc3)CC2)cc1 (configuration not stated)
 : 9	-3	4.4	0.1	0.7	7	3	-13	-7
COc1cc2cc(C(=O)N3CCN(Cc4ccc5c(c4)OCO5)CC3)c(=O)oc2cc1OC
 : -6	-3	1.1	1.1	2.0	-6	.	-1	6
FC(F)(F)c1cnc(Oc2cccc3ccccc23)c(Cl)c1
 : 58	-3	1.8	0.6	0.4	18	2	53	1
Cc1ccc(-c2cc(C(=O)N/N=C/c3c(C)nn(C)c3C)c3ccccc3n2)cc1C
 : -5	10	-0.7	0.3	0.7	-9	5	-29	-9
COc1ccc(C(=O)CC(=O)C(=O)NCCc2cccc(C)c2)cc1
 : 62	-15	1.3	1.3	0.8	-3	13	22	-7
Cc1ccc(Oc2ccc3c(c2)C(=O)N(c2cccc4cccnc24)C3=O)cc1
 : 22	-3	1.6	0.8	-0.5	-38	11	-9	-9
CCOC(=O)CCCc1c[nH]c2ccccc12
 : 17	-10	-0.7	-0.6	1.4	24	4	35	13
CCCc1cc(=O)n2[nH]c(NCc3ccc(OC)cc3)nc2n1
 : 13	-13	1.5	0.6	-1.2	8	-3	7	-2
O=C(NCCCc1ccccc1)C1CCC(CNc2c(N3CCCCC3)c(=O)c2=O)CC1 (configuration not stated)
 : 1	0	-1.1	-0.3	-1.1	3	.	1	-6

More records:
structure | CHOP inhibitor | S1P4 antagonist | TRPN1 ag | TRPML3 ag | S1P4 ag | NPY1 pot ag | NPY Y1 blocker | EP2 modulator | NPY-Y2 PAM-ag
Cc1cc(C)c(C)c(C(=O)COC(=O)CNC(=O)CN2C(=O)c3ccccc3C2=O)c1C | 59 | -9 | 1.2 | 0.5 | -0.5 | 10 | -5 | 15 | -6
CCOC(=O)c1ccc(COc2ccc(C(C)C)cc2)o1 | -13 | 4 | -0.8 | 0.9 | 0.8 | -29 | 4 | 27 | -27
Cc1sc(Cc2nc(O)cs2)nc1-c1ccccc1 | -16 | 4 | -1.2 | 0.5 | 0.0 | 9 | -1 | 58 | 10
CCOC(=O)c1c(C)nc(-c2ccccc2)nc1NC(C)=O | -14 | -11 | 1.4 | 0.5 | 0.3 | -1 | 3 | 3 | -6
C=CCNc1nc(-c2ccc(OC)cc2OC)cs1 | 8 | 17 | 1.5 | -0.1 | -1.2 | 11 | 0 | -47 | 11
O=C(OCC(=O)N1CCOCC1)c1c(Cl)ccc(Cl)c1Cl | 21 | -9 | 0.2 | -0.4 | 1.4 | -7 | 2 | -10 | -5
Cc1cc(C)nc(SCc2ccc(C(=O)N/N=C/C3CCCCC3)cc2)n1 | 27 | -7 | 0.5 | 0.9 | 0.7 | -8 | 9 | -17 | 7
O=C(CSc1nnnn1-c1cccc2c1CCCC2)NC1CCCC1 | 44 | 2 | 0.2 | -1.8 | -1.4 | 18 | 7 | -24 | 8
CCOC(=O)C1(S(=O)(=O)c2ccccc2)CCN(Cc2ccccc2)CC1 | -7 | 3 | 0.5 | -0.2 | 1.3 | 3 | 5 | -5 | 13
Cc1ccc(Cn2c3ccccc3c3cn[nH]c(=O)c32)cc1 | 59 | -7 | 0.9 | -0.5 | 0.3 | -11 | 8 | 44 | -4
COc1ccc(-c2csc(NC(=O)CSc3nnc(Nc4ccccc4C)s3)n2)cc1 | -18 | -15 | 0.2 | 0.2 | 0.1 | 16 | 2 | -31 | -14
CCC(C)NC(=O)CCn1c(-c2ccccc2)cc(C(C)=O)c1C (configuration not stated) | 9 | -8 | -0.5 | 0.0 | 0.5 | 8 | 5 | 15 | 4
O=C(NCCOC(=O)c1ccc(Cl)cc1)c1cccnc1 | 13 | -7 | 0.0 | 0.3 | 0.0 | -16 | 5 | -11 | -10
CCOC(=O)CSc1cc(=O)n(C)c2cc(Cl)ccc12 | -1 | -4 | 0.1 | -0.7 | 0.6 | -10 | 2 | 29 | -8
CCSc1nnc2n(N)c(=O)c3ccccc3n12 | -23 | -2 | 0.4 | 0.6 | 0.8 | 11 | 0 | 8 | 10
Cc1cc(C)n(/N=C/c2ccc(C(C)C)cc2)c(=O)c1C#N | 32 | -18 | 1.6 | 1.2 | -2.3 | -24 | -2 | 14 | 14
C/C(N)=C(/C#N)C(=O)COC(=O)c1cc2c(s1)CCC(C)C2 (configuration not stated) | 7 | -12 | 1.5 | 0.2 | -0.2 | 2 | -1 | -23 | -3
CC1CCC(N2CC(=O)N(Cc3ccc4c(c3)OCO4)C(c3ccc(F)cc3)C2=O)CC1 (configuration not stated) | -28 | -14 | 0.5 | 0.6 | 2.9 | -17 | 1 | 7 | -11
Cc1cc(=O)[nH]c(SCCOc2ccc(OC(C)C)cc2)n1 | -16 | 11 | 0.0 | -0.3 | 1.1 | -11 | -1 | 25 | -9
COc1ccc(S(=O)(=O)Cc2ccc(C(=O)NCCCN3CCc4ccccc4C3)o2)cc1 | 16 | -17 | -0.1 | -0.5 | 0.2 | -12 | -2 | -1 | -4
C(=C\c1ccccc1)/C=N/n1cnnc1 | 6 | -9 | 1.4 | 0.2 | 2.3 | 2 | 1 | 16 | -5
Cc1cc(NS(=O)(=O)c2ccc(NC(=O)C(C)Oc3ccc(Cl)cc3)cc2)no1 (configuration not stated) | 5 | -6 | 0.5 | 0.2 | 0.1 | 8 | -7 | -4 | 5
Cc1cccc(C(=O)/C=C2/c3ccccc3CC(C)(C)N2C)c1 | 42 | -17 | -0.7 | -0.7 | 0.3 | -6 | 7 | -46 | 9
COc1ccc(OCC(=O)Nc2ccccc2C(=O)N2CCOCC2)cc1 | -8 | 3 | -0.5 | 0.5 | -1.1 | 2 | 3 | -15&14 | 4
Cn1ncc(S(=O)(=O)Cc2ccccc2)c(Cl)c1=O | 102* | 2 | 0.9 | 0.8 | 0.4 | 3 | . | -33 | -12
